From PubChem BioAssay
IDE cell inh – cellular human IDE inhibition; P14735; HEK cells, FAbetaB cleavage, fluorescence polarization; inhibition, % at 5.59 µM; 320,000 tested, 0.41% active; AID 434962;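 active means percent inhibition above the average of all tested compounds plus 3 SD, set per screening campaign, cut at about 16% in these data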;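 further: IDE supplied by intact live HEK cells; FP after avidin binding of uncleaved biotin substrate so inhibition keeps polarization high; 0% = DMSO wells and 100% = 60 µM reference IDE inhibitor Ii1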
Target sequence (P14735 whole entry, looked up): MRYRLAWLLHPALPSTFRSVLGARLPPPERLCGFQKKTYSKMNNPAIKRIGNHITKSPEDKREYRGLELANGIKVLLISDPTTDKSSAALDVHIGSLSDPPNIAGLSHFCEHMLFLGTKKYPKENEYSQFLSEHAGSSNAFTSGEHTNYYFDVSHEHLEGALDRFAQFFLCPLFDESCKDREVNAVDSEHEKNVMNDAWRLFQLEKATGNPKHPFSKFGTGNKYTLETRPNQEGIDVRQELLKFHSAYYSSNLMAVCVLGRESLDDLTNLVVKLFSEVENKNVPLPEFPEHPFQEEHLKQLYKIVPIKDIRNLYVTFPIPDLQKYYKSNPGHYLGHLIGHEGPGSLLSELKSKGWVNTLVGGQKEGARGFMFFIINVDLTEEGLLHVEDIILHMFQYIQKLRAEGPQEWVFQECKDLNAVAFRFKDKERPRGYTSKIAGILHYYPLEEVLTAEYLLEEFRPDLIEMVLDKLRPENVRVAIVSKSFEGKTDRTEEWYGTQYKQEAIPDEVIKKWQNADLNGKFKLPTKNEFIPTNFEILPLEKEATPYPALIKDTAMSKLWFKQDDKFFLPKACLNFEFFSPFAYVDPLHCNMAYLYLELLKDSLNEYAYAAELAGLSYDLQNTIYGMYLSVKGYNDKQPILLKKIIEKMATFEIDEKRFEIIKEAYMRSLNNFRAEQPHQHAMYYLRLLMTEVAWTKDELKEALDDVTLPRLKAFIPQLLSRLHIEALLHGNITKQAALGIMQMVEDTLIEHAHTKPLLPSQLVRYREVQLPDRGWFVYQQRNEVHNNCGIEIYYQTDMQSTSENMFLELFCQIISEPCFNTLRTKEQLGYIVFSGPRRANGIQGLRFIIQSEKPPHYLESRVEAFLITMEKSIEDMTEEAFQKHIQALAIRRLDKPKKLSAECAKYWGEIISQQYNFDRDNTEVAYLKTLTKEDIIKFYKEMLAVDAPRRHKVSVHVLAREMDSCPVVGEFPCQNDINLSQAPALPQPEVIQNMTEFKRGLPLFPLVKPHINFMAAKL
CHRM4 PAM – positive allosteric modulators of human muscarinic M4 receptor; 360,000 tested, 0.4% active; activation, % at 3 µM; AID 624126; CHO-K1 hM4/Gqi5, Fluo-8 calcium fluorescence, ACh EC20; 0% = ACh EC20, 100% = maximal ACh;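 active means activation above its plate's cutoff, the mean activation of sample wells plus 3 SD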; further: some results filed as inactive read as strong as hits
CRFR2-BP ag – CRF-BP/CRF-R2 complex agonism; 350,000 tested, 0.46% active; HEK293 CRF-R2/CRF-BP, calcium dye fluorescence (FLIPR); percent of saturating CRF peptide response; activation, % at 13.2 µM; AID 588473;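 active means activation of at least 50%, plus an integration ratio under a set limit after plate pattern correction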;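 further: plate controls were neutral control wells without compound for no effect and CRF at EC100 for full effect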
M5 antag – blocks acetylcholine activation of human M5 receptor. inhibition, % at 3 µM. 360,000 tested, 0.59% active. CHO-hM5 cells, Fluo-8 calcium fluorescence, ACh EC80. P08912;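 active means inhibition above a per-plate cutoff, the mean of that plate's test compounds plus 3 SD, cut at about 27% in these data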;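 further: 0% = acetylcholine EC80 with DMSO and 100% = DMSO without agonist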
CHRM5 agonist – agonists of human muscarinic M5 receptor (CHRM5); P08912; CHO-K1 hM5 cells, Fluo-8 calcium fluorescence; 0% DMSO wells, 100% maximal acetylcholine response; activation, % at 3 µM; 360,000 tested, 0.19% active; AID 624037;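 active means activation above the run's mean over test compounds plus 3 SD, cut at about 23% in these data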;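 further: signal is peak over basal fluorescence ratio across the kinetic read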
CHRM4 antagonist – antagonists of human muscarinic M4 receptor (CHRM4) | inhibition, % at 3 µM | AID 624125 | P08173 | CHO-hM4 cells, ACh EC80, Fluo-8 calcium fluorescence | 360,000 tested, 0.73% active;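 active means inhibition above its plate's cutoff, the mean inhibition of sample wells plus 3 SD, cut at about 27% in these data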;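 further: 0% = acetylcholine EC80 with DMSO and 100% = DMSO without agonist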
M4 ag – agonists of human muscarinic M4 receptor (CHRM4); P08173; CHO-K1 hM4/Gqi5, Fluo-8 calcium fluorescence; vehicle 0%, full acetylcholine response 100%; activation, % at 3 µM; 360,000 tested, 0.14% active; AID 624127;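 active means activation above the run mean over all test wells plus 3 SD, cut at about 32% in these data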;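 further: peak over basal fluorescence ratio per well then scaled between controls; 0% = DMSO wells and 100% = acetylcholine at EC100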
CHRM5 PAM – positive allosteric modulators of human muscarinic M5 receptor; CHO-K1 hM5, Fluo-8 calcium, ACh EC20 PAM; 0% = ACh EC20, 100% = ACh EC100; 360,000 tested, 0.3% active; activation, % at 3 µM; P08912;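 active means activation above the run cutoff, the mean activation of all test compounds plus 3 SD, cut at about 18% in these data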
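system = human M5 receptor in CHO-K1 cells | reagent = EC20 acetylcholine as agonist stimulus | compound dosing = single-point, 3 µM nominal | incubation = Fluo-8 loading 80 min at 37 °C plus 30 min room temperature | detection = Fluo-8 calcium dye fluorescence, kinetic read | benchmarks = low control EC20 acetylcholine (0%), high control EC100 acetylcholine (100%)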
CRFBP-R2 block – blocks CRF-induced signaling of the CRF-BP/CRF-R2 complex; HEK293 CRF-R2/CRF-BP, CRF-induced calcium fluorescence; inhibition, % at 11.8 µM; 350,000 tested, 0.59% active; AID 588475;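 active means inhibition of the ligand-induced calcium signal above about 50% at the single tested concentration, limit read from the data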
* hit, by the source's call; nt = no result given.

The line under a structure holds: IDE cell inh, CHRM4 PAM, CRFR2-BP ag, M5 antag, CHRM5 agonist, CHRM4 antagonist, M4 ag, CHRM5 PAM, CRFBP-R2 block
1) Cc1onc(-c2ccccc2Cl)c1C(=O)N1CCC(C(N)=O)CC1
→ nt, 1, 0.6, 13, -2, -3, 0, -1, 11
2) CCN(CC(=O)Nc1cccc(OC)c1)C(=O)c1ccco1
→ -2, -5, -0.3, 7, -1, -1, 0, -3, 9
3) Cc1ccc(C(=O)ONc2ccc(N=O)cc2)cc1
→ 0, 11, 0.0, -2, -3, -2, 0, -1, 0
4) COc1ccccc1C(=O)Nc1nnc(-c2ccc(F)cc2)o1
→ -4, -1, -2.6, -4, 1, -4, 2, -4, 27
5) O=C(Cn1cc(S(=O)(=O)Cc2ccc([N+](=O)[O-])cc2)c2ccccc21)N1CCOCC1
→ -1, 4, -0.4, 9, -3, -4, 1, -4, -2
6) CC(C)C1Cc2c(sc3[nH]c(=S)n(Cc4ccccc4)c(=O)c23)CO1 (configuration not stated)
→ 3, -2, -2.0, 5, -1, -5, 1, 2, 23
7) Cc1ccc(S(=O)(=O)N2[C@H](C(C)C)[C@H]3[C@H]4C(=O)N(c5ccccc5)C(=O)[C@H]4CC(=O)[C@H]3[C@@H]2c2ccccc2)cc1
→ nt, 13, nt, 5, 0, 2, 1, 1, nt
8) C=CCn1c(SCc2c(C)noc2C)nc2sc3c(c2c1=O)CCCC3
→ 2, 2, 11, -3, 0, 9, 0, 4, 39
9) COc1ccc(/C(N)=N/OC(=O)CSc2ccccc2)cc1OC
→ 0, -1, -1.4, -1, -6, -9, 0, -5, 10
10) O=P(Cc1cccc[n+]1[O-])(c1ccccc1)c1ccccc1
→ 2, 4, -1.1, 6, -5, 7, 0, 15, 16
11) CCc1cccc(C)c1NC(=O)C1CCCN(S(C)(=O)=O)C1 (configuration not stated)
→ 5, -2, -0.9, 9, -1, 0, 0, -1, 5
12) O=C(c1cccnc1)N1CCC(Oc2ccc(C(=O)N3CCCCO3)cc2)CC1
→ 3, 15, -0.8, -8, 0, -4, 4, 4, 28
13) CC(=O)Nc1ccc(-c2cc(N)n(-c3ccccc3)n2)cc1
→ -5, 18, -2.4, 12, 1, 6, 3, 4, 4
14) C=CCn1c(=O)c2c(nc(-n3nc(C)cc3C)n2C)n(C)c1=O
→ nt, 7, 1.1, -10, -1, -11, 1, 5, -4
15) COc1ccccc1-c1csc(C(NC(C)=O)c2cccc(F)c2)n1 (configuration not stated)
→ nt, -7, nt, 4, -1, 18, 1, -3, nt
16) Cc1[nH][nH]c(=O)c1C=NCc1cccs1
→ -1, 9, 1.0, -2, -1, -8, 2, 0, 3
17) CN(C)CCCN(C(=O)c1ccc(S(=O)(=O)N(C)C2CCCCC2)cc1)c1nc2ccc(F)cc2s1
→ -3, 3, 5.9, 0, -5, 3, 8, -16, -12
18) CCC(Sc1nc(N)c(NC(=O)c2ccc(OC)c(OC)c2)c(=O)[nH]1)C(=O)OC (configuration not stated)
→ 1, 0, 0.3, 7, 3, 5, 19, -7, 20
19) OCC(O)C1OC(c2ccccc2)OC(CO)C1O (configuration not stated)
→ nt, 6, 1.0, 4, 1, -21, 2, -3, 3
20) Cn1cccc1C(=O)NC(=O)COC(=O)CNS(=O)(=O)c1ccc(Br)cc1
→ -2, -7, -3.4, 2, -1, -4, 3, -6, 20
21) COc1cccc(C(=O)N/N=C/C(Br)=C/c2ccccc2)c1
→ 7, 0, 1.2, -11, 2, -11, 9, -4, -2
22) CCOC(=O)c1cc2c(c(CCO)n1)[C@H](CCO)N(S(=O)C(C)(C)C)C2 (some centres not stated)
→ nt, 2, -1.6, 3, 0, 0, 0, 2, 3
23) COc1ccc(NC(=O)CN2C(=O)NC3(CCCC3)C2=O)cc1OC
→ -1, -6, 0.3, 13, -3, 17, 0, -1, -12
24) CCN(C(=O)CSc1nnc(Cn2nnc3ccccc32)o1)c1nc(-c2ccccc2)cs1
→ 1, 2, 8.8, 4, 2, 1, 3, -2, -10
25) O=c1c2c3c(sc2ncn1-n1cccc1)CCCCC3
→ 5, 3, 0.0, 12, -2, -5, -1, -10, -13
26) O=C(O)c1ccccc1C(=O)NC1=NN(c2ccccc2)CC1
→ -1, -1, -4.2, 2, -1, -2, 1, -1, 7
27) COC(=O)c1sc2nc(N)c(C#N)cc2c1N
→ 0, -1, 4.9, 1, -1, 2, 1, -1, -12
28) CC(Sc1nnc(N)s1)C(=O)Nc1ccc(N2CCOCC2)cc1 (configuration not stated)
→ -1, 8, -2.2, -1, -3, 9, 1, 1, 7
29) Cn1nc(C(=O)NC2CCC(O)CC2)c2ccccc2c1=O (configuration not stated)
→ -1, 5, 0.3, 1, 0, -7, 1, 5, -4
30) COc1ccc(CNC(=O)c2ccc3oc(C(C)C)nc3c2)cc1
→ nt, 13, -4.3, 4, 0, 0, 1, 5, 1
31) O=C(CNC(=O)c1ccc([N+](=O)[O-])cc1)c1ccccc1
→ 1, 10, -3.2, 15, 0, 4, 0, -5, 16
32) Cc1cccc2cc(C#N)c(SCC#N)nc12
→ -2, 17, 5.4, -16, -4, -6, 1, 8, -15
33) CCCc1cc(=O)oc2cc(C)cc(OCC(=O)N3C[C@H]4C[C@@H](C3)c3cccc(=O)n3C4)c12
→ nt, 0, nt, 0, -1, -17, 1, -5, nt
34) O=C(NN=Cc1c(F)c(F)c(F)c(F)c1F)c1ccc(NS(=O)(=O)c2cccs2)cc1
→ 2, 4, -1.4, 22, 1, -4, 1, -5, -15
35) O=C(NCc1ccc2c(c1)OCO2)c1cc(F)c(F)cc1Cl
→ 1, -2, -0.9, 8, -6, -8, 0, -3, 9
36) CNC(=O)c1ccccc1Nc1ccc(SC(F)F)cc1
→ -1, -5, 2.9, 7, -5, 9, 5, -2, 10
37) Cc1ccccc1OCC(O)Cn1c(NCCN(C)C)nc2c1c(=O)n(C)c(=O)n2C (configuration not stated)
→ 5, 2, nt, -10, -3, -15, 1, 1, nt
38) CCCCNC(=O)COC(=O)CCC(=O)c1ccc(F)cc1
→ 4, 2, 0.3, 13, -3, 0, 1, -4, 12
39) CCOC(=O)Oc1ccc2oc(C)c(C(=O)OCCOC)c2c1
→ 2, -4, 2.6, -2, 0, 4, 1, 4, -10
40) COc1ccc(OC)c(NC(=O)CN(Cc2ccccc2)S(C)(=O)=O)c1
→ -2, -1, -1.5, 5, 0, 12, 1, 4, -34
41) C=CCn1c(SCc2cccc3ccccc23)nnc1-c1cccnc1
→ 3, -3, -0.6, 3, 1, -3, 6, -2, -15
42) CCc1nnc(NS(=O)(=O)c2ccc(NC(=O)c3ccc(Cl)cc3)cc2)s1
→ -1, -3, -2.0, -2, 3, -4, -1, 9, 5
43) O=C(CN1C(=O)/C(=C/c2ccc(F)cc2)SC1=S)NC1CCS(=O)(=O)C1 (configuration not stated)
→ 0, 0, 0.8, 22, -6, -2, 1, -9, 4
44) Cc1ccc(S(=O)(=O)N(C)c2ccc(C)c([N+](=O)[O-])c2)cc1
→ -1, -4, -2.1, 0, -3, 4, 1, 1, 3
45) CC1(CCc2ccccc2)NC(=O)N(CC(=O)N2CC(=O)Nc3ccccc32)C1=O (configuration not stated)
→ -12, -12, -1.7, 18, -3, 10, 0, -11, 4
46) CCC(C)(C)c1nnc(NC(=O)C2CC(=O)N(CCc3ccc(F)cc3)C2)s1 (configuration not stated)
→ -2, 8, -0.7, 9, 0, -3, 3, 1, 0
47) CN1C(=O)N(C)C2(c3ccccc3)Nn3c(s/c(=C/c4ccccc4)c3=O)=NC12c1ccccc1 (configuration not stated)
→ 5, -1, 0.8, 0, 3, -5, 1, -2, -20
48) COc1ccc(C(=O)NCC(=O)N/N=C/C=C/c2ccccc2)cc1OC
→ -2, -4, -2.4, -1, -2, 3, 1, -1, 0
49) CC(C)(Nc1ccccc1)C(=O)c1ccccc1
→ 5, -2, -1.2, -7, -7, 4, -3, 3, 31
50) O=C1Nc2ccccc2-c2nnnn2C1N1CCC(Cc2ccccc2)CC1 (configuration not stated)
→ nt, -3, nt, -6, 3, 2, 13, -9, nt
51) COc1cc(/C=N/N2CCOCC2)ccc1OCc1ccc(Cl)cc1
→ 0, -4, -0.2, 9, 1, -6, 2, -3, -3
52) Cc1nn(C)c(C)c1NC(=O)CCCSc1nc(-c2ccco2)cc(C(F)(F)F)n1
→ 1, 7, 0.7, 0, 4, 9, 3, -1, 9
53) Cc1ccc(/C=N/NC(=O)c2n[nH]c3c2CCCC3)cc1
→ 1, -1, -0.6, 3, 0, 7, 1, 8, -10
54) Cc1nnc(SCC(=O)Nc2cccc(S(=O)(=O)NC3=NCCCCC3)c2)n1Cc1ccccc1
→ 1, -5, -1.0, -4, -3, -3, 0, 3, 0
55) COc1ccnc(Oc2ccccc2)c1C(=O)N/C=N/OCc1ccccc1F
→ -4, -12, -0.1, 18, 5, 9, 19, -14, -5
56) Cc1cc2oc(=O)cc(-c3ccccc3)c2c(C)c1-c1ccc(N(C)C)cc1
→ nt, -6, -3.8, -7, -3, -7, -1, 1, 6
57) CCN(CC)C(=O)c1sc(NC(=O)c2ccc(Br)o2)c(C(=O)OC)c1C
→ 1, 7, 0.1, -5, 0, 3, 2, -2, 4
58) O=C(Nc1ccc(-c2csnn2)cc1)C(Cl)(Cl)Cl
→ 3, -15, 2.2, 11, -8, 1, 12, -12, -15
59) CCOCCCNC(=O)Cn1cnc2sc(C)c(S(=O)(=O)N3CCN(c4ncccn4)CC3)c2c1=O
→ 3, -2, -0.9, -18, 1, -7, 1, 12, 6
60) Cc1cccc(Oc2cc(NC(=O)c3ccccc3)cc([N+](=O)[O-])c2)c1
→ 0, -11, 1.8, -9, -3, 4, 1, -11, -20
61) O=C(Nc1ccccc1)c1cccc(C(=O)Nc2ccccc2)n1
→ 1, -3, -0.5, -18, -2, 0, 1, 2, 5
62) CC1(C)Cc2cccc(C(=O)NCc3ccco3)c2O1
→ -4, -3, -2.2, -4, -4, 4, 0, 10, 3

Screen by screen, as entered above:
CHRM4 PAM for nos. 35–46: -2, -5, 2, 2, -4, -1, -3, -3, 0, -4, -12, 8
CRFR2-BP ag for nos. 35–46: -0.9, 2.9, nt, 0.3, 2.6, -1.5, -0.6, -2.0, 0.8, -2.1, -1.7, -0.7
M4 ag for nos. 35–46: 0, 5, 1, 1, 1, 1, 6, -1, 1, 1, 0, 3
